Bioassay records deposited in PubChem BioAssay by several laboratories.
SRC2 inh = inhibits human steroid receptor coactivator 2. inhibition, % at 9 µM. HEK293 GAL4-SRC2 luciferase reporter, luminescence. actives 0.17% (n = 370,000). Q15596;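 active = inhibition above the mean inhibition of all tested compounds plus 3 SD, set per campaign, cut at about 52% in these data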;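 also: 0% = DMSO treated cells and 100% = cells given Gossypol at 36 µM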
NCOA1 inh = human NCOA1 inhibition. Q15788. HEK293 GAL4-SRC1 luciferase reporter, luminescence. inhibition, % at 3.6 µM. actives 0.12% (n = 360,000). AID 588354;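 active = inhibition above the campaign mean plus 3 SD, with each screening campaign given its own cutoff, cut at about 60% in these data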;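 also: 0% = DMSO treated cells and 100% = gossypol at 36 µM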
TLR9-MyD88 block = TLR9-MyD88 interaction inhibition; inhibition, % at 4.98 µM; AID 504734; CHO BLA complementation TLR9-MyD88, CCF4 FRET ratio; actives 0.21% (n = 340,000); Q9NR96+Q99836;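 active = inhibition above the mean over all tested compounds plus 3 SD, cut at about 21% in these data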;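 also: 0% = DMSO only wells and 100% = clavulanate BLA inhibitor control wells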
Target sequence (Q99836 whole entry, looked up): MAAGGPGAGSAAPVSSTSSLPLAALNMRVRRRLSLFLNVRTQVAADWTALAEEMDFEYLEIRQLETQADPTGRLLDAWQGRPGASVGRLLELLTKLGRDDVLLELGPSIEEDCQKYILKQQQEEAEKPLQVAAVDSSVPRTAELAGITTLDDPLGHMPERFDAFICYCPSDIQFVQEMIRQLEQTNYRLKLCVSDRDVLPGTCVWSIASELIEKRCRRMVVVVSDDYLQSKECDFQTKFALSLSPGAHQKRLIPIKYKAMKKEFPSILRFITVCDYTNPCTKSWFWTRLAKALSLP
Target sequence (Q9NR96 whole entry, looked up): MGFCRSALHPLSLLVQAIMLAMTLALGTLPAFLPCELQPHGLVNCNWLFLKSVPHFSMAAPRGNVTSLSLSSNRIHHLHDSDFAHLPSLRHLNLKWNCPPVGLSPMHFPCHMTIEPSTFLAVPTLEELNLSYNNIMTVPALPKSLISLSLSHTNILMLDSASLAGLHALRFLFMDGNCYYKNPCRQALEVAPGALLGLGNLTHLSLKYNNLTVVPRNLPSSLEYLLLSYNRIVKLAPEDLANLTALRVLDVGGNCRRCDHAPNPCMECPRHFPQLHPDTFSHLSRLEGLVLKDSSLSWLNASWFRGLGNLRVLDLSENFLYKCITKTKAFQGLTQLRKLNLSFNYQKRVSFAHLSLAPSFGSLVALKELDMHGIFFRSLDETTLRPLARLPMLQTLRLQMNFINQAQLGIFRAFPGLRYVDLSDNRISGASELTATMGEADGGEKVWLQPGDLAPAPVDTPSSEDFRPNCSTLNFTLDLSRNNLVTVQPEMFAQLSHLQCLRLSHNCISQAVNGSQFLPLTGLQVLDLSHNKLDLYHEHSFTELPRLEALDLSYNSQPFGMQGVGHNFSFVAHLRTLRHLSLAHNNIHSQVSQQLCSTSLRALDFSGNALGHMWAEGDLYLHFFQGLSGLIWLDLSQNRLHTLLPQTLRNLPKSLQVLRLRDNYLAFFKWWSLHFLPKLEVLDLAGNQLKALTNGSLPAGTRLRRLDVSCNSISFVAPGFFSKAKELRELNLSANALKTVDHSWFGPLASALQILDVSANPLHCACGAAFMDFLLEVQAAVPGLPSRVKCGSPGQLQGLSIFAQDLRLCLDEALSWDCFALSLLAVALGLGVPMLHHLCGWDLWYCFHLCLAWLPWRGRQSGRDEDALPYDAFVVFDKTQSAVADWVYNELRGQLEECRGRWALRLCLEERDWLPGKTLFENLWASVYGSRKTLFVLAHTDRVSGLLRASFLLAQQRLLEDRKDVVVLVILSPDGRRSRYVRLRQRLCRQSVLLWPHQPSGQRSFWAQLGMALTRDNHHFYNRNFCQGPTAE
COUP-TFII inh = NR2F2 (human) inhibition, primary screen; P24468; HEK293T NGFI-A luciferase reporter, luminescence; inhibition, % at 8.6 µM; actives 0.7% (n = 370,000); AID 686940;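 active = inhibition above a per-plate cutoff, mean inhibition of test wells between control levels plus 3 SD, cut at about 38% in these data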;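 also: cells cotransfected with COUP-TFII expression vector driving the NGFI-A reporter; 0% = median of COUP-TF2 test wells and 100% = reporter-only cells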
TWEAK-Fn14 inh = TWEAK-Fn14 signaling inhibition. TWEAK-stimulated Fn14 reporter cells, luciferase luminescence, 8 h. actives 2% (n = 360,000). inhibition, % at 10 µM; in the data active = inhibition above about 50%
NCOA3 inh = inhibits human SRC3 coactivator. Q9Y6Q9. HEK293 GAL4-SRC3 luciferase reporter, luminescence. inhibition, % at 3.6 µM. actives 0.17% (n = 360,000). AID 588352;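 active = inhibition above a per-campaign cutoff, the mean of all compounds plus 3 SD, cut at about 60% in these data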;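 also: 0% = DMSO-treated cells and 100% = gossypol-treated cells at 36 µM; higher means less SRC3-driven luciferase light from the GAL4 reporter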
NOD2 RIPK2 PPI = inhibitors of human NOD2-RIPK2 interaction | O43353 | CHO BLA complementation NOD2-RIPK2, CCF4 ratio | inhibition, % at 4.98 µM | actives 0.38% (n = 360,000) | AID 624267; in the data active = inhibition above about 21%;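 also: 0% = vehicle only and 100% = reference blocker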
LRH-1 inv ag = suppresses constitutive activity of human LRH-1; O00482; HEK293T StAR-luciferase reporter, LRH-1 transfected, 24 h; inhibition, % at 3.6 µM; actives 0.13% (n = 360,000);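 active = inhibition above the mean inhibition of all tested compounds plus 3 SD, cut at about 73% in these data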;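 also: 0% = DMSO wells and 100% = reporter-only cells lacking LRH-1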
Exocytosis inh = lytic granule exocytosis inhibition; inhibition, % at 10 µM; actives 0.66% (n = 360,000); TALL-104 LAMP-1 surface exposure, flow cytometry; cells stimulated with thapsigargin and PMA;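 active = inhibition above about 55%, limit read from the data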
TROY NFkB inh = inhibitors of TROY-dependent NF-kB signaling; AID 1347056; Q293 LMP1-TROYcd NF-kB luciferase reporter, 4 h; inhibition, % at 10 µM; actives 0.98% (n = 360,000);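 active = compounds whose plate-normalised and pattern-corrected inhibition of the luciferase reporter signal at the single screening dose is 50% or more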
ABHD5 PLIN5 PPI = ABHD5-PLIN5 protein interaction inhibition; Q00G26+Q8WTS1; Split G. princeps luciferase complementation, luminescence, 4 h; inhibition, % at 4 µM; actives 0.78% (n = 360,000);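 active = inhibition above the mean inhibition across every tested compound plus 3 SD, cut at about 22% in these data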;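 also: 0% = DMSO only wells and the 100% control is not disclosed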
Starred values were filed as active, the others as inactive; · = not tested or not shown. These rows are one share of the data; count on the stated rates, not on these rows.

SMILES	SRC2 inh	NCOA1 inh	TLR9-MyD88 block	COUP-TFII inh	TWEAK-Fn14 inh	NCOA3 inh	NOD2 RIPK2 PPI	LRH-1 inv ag	Exocytosis inh	TROY NFkB inh	ABHD5 PLIN5 PPI
COc1cc2c(cc1OC)CN(CC(=O)Nc1ccc(F)cc1F)CC2	-4	-41	-14	-1	-21	-26	-2	-3	-7	3	-3
O=C1C=C(c2ccc3c(c2)oc2ccccc23)C[C@@H](c2ccc3c(c2)OCO3)C1	16	-8	-7	10	-11	-6	-7	13	-5	4	0
COc1ccccc1N1CCN(C(=O)c2cc(=O)c3c(C)cc(C)cc3o2)CC1	-36	9	0	5	-15	-9	13	-9	6	14	-1
COc1ccc(-n2nnc3c(=O)n(CC(=O)Nc4ccc5c(c4)OCCO5)cnc32)cc1OC	7	3	2	3	-15	-2	-3	9	-2	-8	4
COc1ccccc1C(=O)N/C(=N/c1nc(C)cc(C)n1)Nc1ccccc1	-61	-89	0	-20	5	-52	-1	-111	10	6	6
CN(C)CCCNC(=O)c1cc(Br)ccc1O	23	11	·	11	-1	-5	2	13	-4	-6	6
COc1cc(NC(C)=O)c2ncccc2c1NC(C)=O	-11	0	1	10	24	-3	-2	3	-9	14	1
O=C(Nc1ccc(F)cc1F)c1cc(-c2ccco2)on1	-16	-11	9	20	-17	1	5	7	-1	-34	0
COc1ccc(N2C(=O)c3ccccc3NC23CCCC3)cc1	-36	-134	2	-38	13	-75	-1	-153	0	-7	-2
O=C(CN1CCN(c2ccccn2)CC1)N1CCc2ccccc21	-5	-11	-4	7	-15	8	-1	9	5	-10	-3
Clc1ccc(COc2cccc(CNCc3ccncc3)c2)cc1	27	11	-1	32	7	14	1	45	-1	-19	11
Cc1nc2nc(-c3ccc(Cl)cc3)cn2nc1C	-99	-103	9	-20	17	-65	10	-146	-2	-9	4
Cc1cc(C)c2sc(NC(=O)c3ccc(N4C(=O)CCC4=O)cc3)nc2c1	9	-30	-8	2	-4	7	6	11	-3	-20	3
CC1CCC/C(=N\NC(=O)COc2ccccc2Cl)C1 (stereo not given)	-8	9	0	8	5	0	1	-4	1	-29	0
Cc1nn(-c2cccc(Cl)c2)c(Cl)c1/C=N/NC(=O)c1cccs1	-42	-35	-10	-14	-48	-84	-3	-55	4	-37	-6
CC(=O)c1ccc(Cc2ccc(C(C)=O)cc2)cc1	-12	-5	-10	-21	0	-14	9	26	-2	-2	-8
O=C(COC(=O)c1cc([N+](=O)[O-])ccc1N1CCOCC1)c1ccccc1Cl	-4	-24	-9	-20	-28	6	-15	1	51	-11	-4
CSc1cccc(NC(=O)CC(C)n2ccnc2)c1 (stereo not given)	-16	-2	-6	9	11	-8	-1	2	-4	3	9
Cc1ccc(F)cc1NC(=O)c1cccc2nccnc12	6	1	-6	-5	-1	-1	0	-11	-1	-2	-1
COc1ccc(N2C(=O)c3ccc(C(=O)OC(C)C)cc3C2=O)cc1	-24	4	6	1	-2	0	-11	9	3	-22	0
CC(C(=O)O)n1c2ccccc2c2cn[nH]c(=O)c21 (stereo not given)	-12	10	-7	9	19	9	1	-1	15	7	-1
CCCCc1nnc(NC(=O)CN2C(=O)C3CCCCC3C2=O)s1 (stereo not given)	-33	22	1	-18	10	-76	-14	-8	-5	-6	0
COc1ccc(NC(=O)c2cc(-c3ccc(F)cc3OC)n[nH]2)cc1OC	-40	4	·	-2	10	20	-3	3	-6	-15	-4
S=C(NCCc1ccccc1)N/N=C/c1c(Cl)cccc1Cl	20	-7	4	6	-27	2	-3	-18	0	-41	-6
Cc1cc(=O)c2c(N(C)C)cccc2[nH]1	13	10	-9	-8	-11	0	-11	-32	-2	7	8
O=C(NC1CCS(=O)(=O)C1)c1ccc(Br)o1 (stereo not given)	-7	1	2	12	2	-17	13	11	-3	-3	0
Cc1ccc(S(=O)(=O)N2CC=C(c3ccc(F)cc3)CC2)cc1	-9	-8	1	7	8	16	14	17	2	7	-6
CCCCCN(C(=O)CCC(=O)OCC(=O)NCc1cccc(OC)c1)c1c(N)n(CCCC)c(=O)[nH]c1=O	-3	-9	-2	10	7	5	-3	7	-2	3	-7
CC(C)Nc1nc(NCCN2CCNC2=O)c2sccc2n1	-58	-5	·	-21	-11	-1	-9	-1	4	5	0
COc1ccccc1-c1cc(C(=O)NCc2ccco2)no1	-11	-17	3	-32	-16	-9	8	-16	-1	-33	-4
COc1ccc(C(=O)N/N=c2\oc3ccccc3cc2C(=O)NCc2ccccc2)cc1	-41	3	-1	-11	9	19	-3	-10	10	-33	2
CCOC(=O)c1c[nH]n2c(=O)cc(C)nc12	-3	11	·	-7	14	-8	-2	7	-5	1	2
COc1ccccc1CNC(=O)CSC(=S)N1CCCC1	-9	1	0	0	0	-28	-3	0	2	-2	-13
Cc1cc(C)n(-c2ccc(C(=O)Nc3cccc([N+](=O)[O-])c3)cc2)n1	-10	6	5	13	12	18	11	1	-4	-36	-1
COC(=O)C1=C(CS(=O)(=O)c2ccccc2)NC(=O)NC1c1ccccc1 (stereo not given)	-1	5	-16	8	1	5	4	1	0	1	3
CC(C)(C)c1ccc(C(=O)NCCCN2CCN(CCCNC(=O)c3ccc(C(C)(C)C)cc3)CC2)cc1	4	0	-7	16	-22	8	-4	-28	42	28	14
Cc1cc2ccccc2c(=O)n1CC(=O)NCc1ccco1	-16	-4	-7	1	-2	-2	-7	13	2	-18	8
COc1cc(Cl)c(C)cc1NC(=O)CCN1C(=O)NC(C)(C)C1=O	-1	-6	-3	-5	1	6	9	-3	-4	-12	-3
Nc1c(C(=O)Nc2ccc3c(c2)OCCO3)nnn1Cc1ccc(Cl)cc1	-47	-92	-2	-26	-36	-81	2	-162	-1	-42	1
Cc1ccc(/C=C/c2nc3ccccc3c(=O)[nH]2)cc1	-46	-87	6	-55	75*	-116	6	-159	-1	52*	-5
CC1(C)Cc2cccc(Oc3ccc(S(=O)(=O)N4CCCC4)cn3)c2O1	0	0	10	3	8	15	6	-2	13	14	-3
COc1ccc(-c2c(NCCc3ccccc3)c(=O)c2=O)cc1	-15	5	5	-4	6	15	-6	-8	-1	8	-3
Nc1cccc(Nc2ccccc2)c1	5	-28	14	-2	1	2	-5	1	-1	12	-3
COc1ccc(-c2cc(C(=O)N3CCN(c4ncccn4)CC3)c3ccccc3n2)cc1OC	-5	-11	-7	-28	15	10	1	17	2	-5	-7
CN(C(=O)c1ccc(NC(=O)Cc2ccc(NC(=O)C3CCN(S(=O)(=O)c4cccc([N+](=O)[O-])c4)CC3)cc2)cc1)C1CCCC1	19	-19	7	-1	-15	2	19	5	-2	2	8
C=CCN1C(=O)C2(C(C#N)=C(N)Oc3n[nH]c(CCC)c32)c2ccccc21 (stereo not given)	-37	-17	-11	10	-5	2	-7	17	2	-11	2
O=C(COc1ccccc1)Nc1nnc(-c2ccc(Cl)cc2)o1	-30	-1	8	12	16	-22	1	-9	2	8	-2
COc1cc(NC(=O)C2CCC(CNS(=O)(=O)c3csc(C(N)=O)c3)CC2)cc(OC)c1 (stereo not given)	-20	-13	6	-30	4	0	-13	-2	-3	-9	1
COc1ccccc1NC(=O)Cn1nc(C)n2cccc2c1=O	13	-14	5	10	2	-12	2	-1	5	-3	-1
CCc1nnc(NC(=O)C(C)C)s1	14	7	1	-2	-1	5	-3	10	-3	-1	-3
O=S(=O)(Nc1ccccn1)c1cnc(Cl)c(Br)c1	-20	17	-6	-2	3	8	-1	-11	-3	-11	5
COc1cc(Cl)ccc1OC1(C)CCN(Cc2cccn2-c2nccs2)C1 (stereo not given)	-12	3	·	14	2	7	-9	2	-2	-20	8
CC(=O)c1c(C)[nH]c(C(=O)NCCN2CCC(C)CC2)c1C	-8	0	-3	6	-7	6	1	10	-2	13	-7
CCCn1c(=O)c2ccccc2n2c(SCc3c(C(=O)OCC)oc4ccccc34)nnc12	5	-1	-6	10	6	14	1	9	-3	-13	2
Cc1cc(N2CCOCC2)ccc1/C=C1\NC(=O)N(Cc2ccccc2F)C1=O	3	8	1	6	-20	19	-13	10	6	-25	-1
Cc1cccc2sc(NNC(=O)c3ccc(S(=O)(=O)N4CC(C)CC(C)C4)cc3)nc12 (stereo not given)	33	50	15	18	64*	47	-3	66	3	51*	38*
COc1ccc(-n2c(C)cc(/C=C3/SC(=S)N(C)C3=O)c2C)cc1	-4	-21	-6	-3	70*	1	-2	-9	-5	52*	1
CC(=O)Nc1ccc(C(=O)OCC(=O)NC2CCCCCC2)cc1	-15	-5	3	-5	7	-8	6	6	-8	-3	4
CC1CCCC(NC(=O)CSC2CCCCC2)C1C (stereo not given)	-26	-6	-10	13	35	12	1	-29	2	-24	1
COC(=O)CNC(=O)C1Cc2ccccc2CN1S(=O)(=O)c1ccc(F)cc1 (stereo not given)	13	4	2	-10	-3	-16	-7	16	-6	-20	6

Sorted by molecular weight (low to high): three of the compounds above.
SMILES	SRC2 inh	NCOA1 inh	TLR9-MyD88 block	COUP-TFII inh	TWEAK-Fn14 inh	NCOA3 inh	NOD2 RIPK2 PPI	LRH-1 inv ag	Exocytosis inh	TROY NFkB inh	ABHD5 PLIN5 PPI
C=CCN1C(=O)C2(C(C#N)=C(N)Oc3n[nH]c(CCC)c32)c2ccccc21 (stereo not given)	-37	-17	-11	10	-5	2	-7	17	2	-11	2
COC(=O)CNC(=O)C1Cc2ccccc2CN1S(=O)(=O)c1ccc(F)cc1 (stereo not given)	13	4	2	-10	-3	-16	-7	16	-6	-20	6
CCCn1c(=O)c2ccccc2n2c(SCc3c(C(=O)OCC)oc4ccccc34)nnc12	5	-1	-6	10	6	14	1	9	-3	-13	2

The list continues.
SMILES	SRC2 inh	NCOA1 inh	TLR9-MyD88 block	COUP-TFII inh	TWEAK-Fn14 inh	NCOA3 inh	NOD2 RIPK2 PPI	LRH-1 inv ag	Exocytosis inh	TROY NFkB inh	ABHD5 PLIN5 PPI
C/C(=N\Nc1c(F)c(F)c(Br)c(F)c1F)c1ccncc1	-27	-6	-9	1	-10	-9	8	28	-3	-35	1
CCOc1ccc(NC(=O)c2ccc(-c3csc(C)n3)cc2)cc1	-9	-3	-13	-6	8	6	-18	-1	-7	11	1
CC1(C)CC(=Cc2cc(O)ccc2[N+](=O)[O-])C(=O)c2ccccc21	·	3	17	·	28	9	6	-23	-1	48	0
COc1cc(C(C)=O)ccc1Oc1ncnc2c1cnn2-c1ccccc1	25	3	7	8	13	11	-15	15	-4	-24	10
CCCCC(=O)OCc1nc(N)nc(Nc2ccccc2C)n1	-13	-14	10	-20	-81	1	2	-28	-3	-74	8
CC1=CC2=NCC(O)CN2C=C1 (stereo not given)	-11	-1	-16	16	14	16	0	-5	6	-6	3
Cc1cc(=O)oc2cc(OCc3ccc(C(=O)OCC(=O)Nc4ccccc4OC(F)F)cc3)ccc12	1	4	1	5	-44	8	2	-11	-5	-12	2
O=C(NCCCn1ccnc1)c1ccc(S(=O)(=O)N2CCCCCC2)cc1	0	-5	4	8	-3	0	-4	1	-1	-9	5
CCC1(c2ccccc2)CN(C)C1=O (stereo not given)	-9	-2	1	-3	20	-5	7	-7	4	-7	-4
O=C(Nc1nccs1)c1ccc(-c2ccc(F)c(Cl)c2)o1	-60	-40	3	-37	3	-57	9	-104	-4	-23	-8
CCCS(=O)(=O)NC(=O)C1(C)CCCN(C(=O)c2ccc(OC)cc2OC)C1 (stereo not given)	-12	-9	·	-20	-8	6	-1	7	12	2	-2
